Assay outcomes as filed in PubChem BioAssay.
TEAD-YAP block = TEAD-YAP interaction inhibition; HEK-TIYL cells, TEAD-Gal4/YAP UAS-luciferase luminescence; hit rate 1.4% among 640,000; inhibition, % at 9.12 µM; in the data active means inhibition above about 32%;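 further: 0% = median of test compound wells and 100% = reference inhibitor wells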
FBW7 act = human FBW7 E3 ligase activation, primary screen. Q969H0. AlphaScreen FBW7–phospho-cyclin E peptide binding, activator screen. hit rate 0.13% among 650,000. normalized activity (activation), % at 26.1 µM. AID 1259310; in the data active means normalized activity above about 1.9%;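 further: purified mutant Fbw7 with reduced substrate affinity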
Target sequence (Q969H0 whole entry, looked up): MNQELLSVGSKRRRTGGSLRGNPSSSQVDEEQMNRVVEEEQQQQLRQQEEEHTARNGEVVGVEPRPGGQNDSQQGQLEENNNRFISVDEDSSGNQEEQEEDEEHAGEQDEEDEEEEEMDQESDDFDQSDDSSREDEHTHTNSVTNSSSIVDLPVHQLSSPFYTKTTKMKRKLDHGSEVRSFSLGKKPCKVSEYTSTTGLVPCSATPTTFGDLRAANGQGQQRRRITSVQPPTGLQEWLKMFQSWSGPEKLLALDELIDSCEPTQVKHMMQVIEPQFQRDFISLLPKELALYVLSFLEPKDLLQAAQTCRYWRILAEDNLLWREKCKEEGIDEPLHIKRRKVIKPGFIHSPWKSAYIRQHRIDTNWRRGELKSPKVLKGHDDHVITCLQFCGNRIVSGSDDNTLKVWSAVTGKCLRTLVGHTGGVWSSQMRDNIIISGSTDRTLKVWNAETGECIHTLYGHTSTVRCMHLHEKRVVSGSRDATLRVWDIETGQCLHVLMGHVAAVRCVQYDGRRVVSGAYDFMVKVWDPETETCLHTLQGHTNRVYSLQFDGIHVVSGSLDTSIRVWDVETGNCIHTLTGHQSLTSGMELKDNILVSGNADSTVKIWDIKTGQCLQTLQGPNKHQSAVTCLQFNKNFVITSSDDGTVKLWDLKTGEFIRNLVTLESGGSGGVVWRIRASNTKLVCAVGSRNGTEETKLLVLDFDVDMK
MITF primary = human MITF inhibition, primary screen; O75030; AlphaScreen MITF homodimerization, bead proximity signal; inhibition, % at 2.6 µM; hit rate 0.91% among 650,000; AID 1259374; in the data active means inhibition above about 50%;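 further: 0% = vehicle wells with protein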
GPR151 activ = activators of human GPR151. PathHunter beta-arrestin GPR151 cells, luminescence. AID 1508602. hit rate 1% among 650,000. activation, % at 11.2 µM. Q8TDV0; in the data active means activation above about 4.9%;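 further: 0% = median of compound wells and 100% = cells with positive control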
* marks the source's active call; other numbers are inactive results; · = not tested or not shown.

#1 Cc1ccc(-c2nc(N(C)CCO)nc3ccccc23)cc1
#2 C(#CCSc1nnc(-c2ccncc2)o1)CSc1nnc(-c2ccncc2)o1
#3 Cc1ccc(Cl)cc1N(CC(=O)NCc1ccccn1)S(C)(=O)=O
#4 COc1ccc(/C=C2\C=C(c3ccccc3)N(c3ccccc3OC)C2=O)cc1Br
#5 CCn1ccnc1N1CCN(CC(=O)NCCc2ccccc2)CC1
#6 N#C/C(=C\c1c[nH]c2ccccc12)C(=O)Nc1ccccc1F
#7 Cc1cccc(C)c1NC(=O)CCC(=O)OC(C)C(=O)c1ccccc1 (stereo unspecified)
#8 O=C(/C=C/c1ccc(Cl)cc1)NCc1ccccc1

assay / entry	1	2	3	4	5	6	7	8
TEAD-YAP block	1.1	1.2	-1.9	0.2	-2.2	-73.6	10.3	-17.2
GPR151 activ	-0.5	-0.2	-0.2	2.3	-2.0	1.4	1.0	0.9
FBW7 act	0.5	1.4	0.6	0.3	0.3	-0.1	-0.1	0.0
MITF primary	-11.5	6.4	1.0	0.3	9.6	-4.0	-5.5	-2.2

#9 COc1ccc(N2C(=O)CC3CS(=O)(=O)CC32)cc1 (stereo unspecified)
#10 O=P(O)(O)O[C@@H]1[C@H](OP(=O)(O)O)[C@H](OP(=O)(O)O)[C@@H](O)[C@H](O)[C@H]1OP(=O)(O)O
#11 COc1ccccc1-n1c(CNC(=O)c2ccccc2)nnc1SCC(=O)N1N=C(c2cccs2)CC1c1cccc(OC)c1OC (stereo unspecified)
#12 Oc1ccc(CCNc2nc(NCCN3CCOCC3)nc3nc[nH]c23)cc1
#13 CC(=O)NC(Cc1ccccc1)C(=O)OCC(=O)c1ccc([N+](=O)[O-])cc1 (stereo unspecified)
#14 O=c1c(C=Nc2ccc(F)c(Cl)c2)c(C(F)(F)F)[nH]n1-c1ccc([N+](=O)[O-])cc1
#15 Cc1ccc(-n2nc3cc(C)c(NC(=O)c4cc([N+](=O)[O-])ccc4Br)cc3n2)cc1
#16 COCCn1c(=O)n(CC(=O)NC(C)(C)C)c2cccnc21

assay / entry	9	10	11	12	13	14	15	16
TEAD-YAP block	-15.5	·	-0.7	2.8	-9.9	5.5	-0.8	-4.1
GPR151 activ	-1.3	-1.2	1.9	2.1	0.2	-8.7	1.6	-0.2
FBW7 act	0.0	·	-0.1	0.2	-0.3	0.6	0.1	-0.2
MITF primary	-2.0	-0.8	-1.9	-3.6	-6.3	12.3	-3.1	-11.5

#17 Cc1ccnn1CCC(=O)N[C@H](Cn1nc(-c2ccc(F)c(F)c2)ccc1=O)C(C)C
#18 CCOC(=O)c1sc2[nH]c(=S)n(Cc3cccc(Br)c3)c(=O)c2c1C
#19 COC(=O)C1=C(C)N(CCc2ccccc2)C(=O)/C1=C\c1ccc(C)cc1
#20 CCOC(=O)c1sc(-c2ccccc2)cc1NC(=O)c1ccc(S(=O)(=O)N2CCCc3ccccc32)cc1
#21 OCCCCNc1cccc2ccccc12
#22 CCC(C)NC(=O)C1=CCN(S(=O)(=O)c2ccc(C)cc2)CC1 (stereo unspecified)
#23 CCCC1(C(=O)OC)NC(c2cccs2)C2C(=O)N(c3cccc(C(C)=O)c3)C(=O)C21 (stereo unspecified)
#24 CCc1c(C)nc2c(C)cccc2c1SCC(=O)O

assay / entry	17	18	19	20	21	22	23	24
TEAD-YAP block	6.4	-0.8	7.8	5.7	-10.9	2.6	3.3	-2.4
GPR151 activ	1.0	1.6	0.4	-1.3	1.3	1.1	0.8	0.3
FBW7 act	-0.2	-0.2	-0.1	0.8	-0.5	-0.1	0.1	0.0
MITF primary	14.4	7.8	2.0	4.0	2.5	0.3	-11.8	14.4

#25 COc1ccc(OC)c(-n2c(=S)sc3c(=O)n(C4CCCCC4)c(SCC(=O)c4ccccc4)nc32)c1
#26 CC(C)CSc1cc([N+](=O)[O-])cc2c1c(C1OCCS1)nn2-c1ccccc1 (stereo unspecified)
#27 COC(=O)C1=CN(Cc2ccccc2)C=C(C(=O)OC)C1c1cc(OC)ccc1OC
#28 CSCC[C@H](NC(=O)c1cc(F)c(F)c(F)c1F)c1nc2ccccc2[nH]1
#29 COc1ccc(C2=NN(CC(=O)NCCCN3CCN(C)CC3)C(=O)CC2)cc1
#30 CCn1c(/C=N/NC(=O)Cc2ccccc2)nc2ccccc21
#31 CC(C)(C)c1ccc(OCCSc2nc3ccccc3[nH]2)cc1
#32 C=CCn1c(SCc2ccc(C(=O)NCCO)cc2)nc2ccccc2c1=O

assay / entry	25	26	27	28	29	30	31	32
TEAD-YAP block	2.0	-6.5	2.4	3.9	0.4	-8.0	2.4	14.6
GPR151 activ	1.0	1.2	-1.0	-0.6	-0.5	0.9	-1.0	0.5
FBW7 act	-0.1	0.1	0.9	0.3	-0.2	-0.1	0.3	0.0
MITF primary	9.6	3.3	5.8	8.7	-3.6	6.4	1.7	12.8

#33 Cc1cc2nn(-c3ccc(Cl)cc3)nc2cc1NC(=O)C(C)C
#34 COc1cc2ccccc2cc1C(=O)Nc1sc2c(c1C(N)=O)CCN(C)C2
#35 COCCNC(=O)/C(=C/c1ccc(C(C)C)cc1)NC(=O)c1ccccc1
#36 COc1ccccc1C1/C(=C(/O)c2ccc(Cl)cc2)C(=O)C(=O)N1c1ccccc1 (stereo unspecified)
#37 CCOC(=O)C1(CC)NC(c2ccc(OC)cc2OC)C2C(=O)N(C)C(=O)C21 (stereo unspecified)
#38 O=C(c1cccc(Cl)c1)N1CCN(c2ccc3nnc(-c4ccc(F)cc4)n3n2)CC1
#39 O=C(CSc1nc2ccccc2nc1Cc1ccc(F)cc1)NC1CCCCC1
#40 CCOC(=O)C1(Cc2ccc(OC)cc2)CCN(C(=O)CN2CCCCC2=O)CC1

assay / entry	33	34	35	36	37	38	39	40
TEAD-YAP block	28.8	-6.1	9.0	7.0	-4.8	1.0	-23.6	-7.2
GPR151 activ	1.0	-0.8	0.5	0.4	0.7	1.0	-1.1	-1.2
FBW7 act	-0.2	0.0	0.2	0.2	0.2	0.1	0.0	0.0
MITF primary	8.4	3.3	1.4	10.6	13.6	-12.5	3.6	-16.9

#41 O=C(O)C1CCCCC1C(=O)Nc1ccc2c(c1)OCCO2 (stereo unspecified)
#42 Cc1ccc2c(c1)C1c3sc(=O)[nH]c3SC(C(=O)O)C1C(=O)O2 (stereo unspecified)
#43 CC(C)NC(=O)Cn1c(SCC(=O)N2C(C)CCCC2C)nc2ccccc21 (stereo unspecified)
#44 O=C(NC(=S)Nc1cccnc1)c1cccc(Br)c1
#45 O=C1CSC(=S)N1c1ccccc1[N+](=O)[O-]
#46 COCCOC(=O)/C(C#N)=C/c1cn(Cc2ccccc2)nc1-c1cccnc1
#47 CCOc1ccc(C2c3c(oc4ccccc4c3=O)C(=O)N2c2nncs2)cc1OC (stereo unspecified)
#48 O=C(Nc1cc(C(F)(F)F)ccc1Cl)c1nc2nc(-c3ccccc3)cc(C(F)(F)F)n2n1

assay / entry	41	42	43	44	45	46	47	48
TEAD-YAP block	61.7*	-6.4	4.3	-30.9	-1.3	-14.0	-1.1	-3.2
GPR151 activ	-1.3	-1.4	0.4	-0.5	0.8	-0.4	0.1	1.6
FBW7 act	0.4	-0.1	0.0	0.2	0.0	-0.1	-0.3	0.0
MITF primary	18.9	-8.4	-1.3	9.5	6.9	-7.9	0.4	2.8

#49 COc1ccc(-c2nc3n(c2NC(C)(C)C)CCN(C(=O)c2ccc4c(c2)OCO4)C3)cc1
#50 O=C(CSc1nc2c(sc(=S)n2-c2ccccc2F)c(=O)n1-c1ccc(F)cc1)N1CCCC1
#51 CCN(CC)c1ccc(/C=N/Nc2ncnc3nc[nH]c23)cc1
#52 CCn1c2ccccc2c2cc(CN3CCN(Cc4ccc(OC)c(Br)c4)CC3)ccc21
#53 O=C(NCCCN1CCOCC1)c1ccc2c(=O)n(CCCN3CCCC3=O)c(=S)[nH]c2c1
#54 COc1ccc2oc(C)c(C(N)=O)c2c1
#55 CCc1ccc(NC(=O)C(=O)NC(C)c2ccccc2)cc1 (stereo unspecified)
#56 Cc1cccc(CN[C@H]2C[C@H]3C(=O)N[C@@H](CC(C)C)C(=O)N3C2)c1

assay / entry	49	50	51	52	53	54	55	56
TEAD-YAP block	0.5	-1.7	75.7*	1.1	0.2	-5.6	-0.5	0.0
GPR151 activ	-0.8	-0.6	-3.2	-0.2	2.5	0.7	0.9	1.6
FBW7 act	-0.1	0.1	-0.2	-0.5	-0.1	0.0	-0.1	0.0
MITF primary	10.2	9.8	0.6	60.2*	3.9	-2.8	-2.4	-8.9

#57 Cc1cc2c(o1)c1cn[nH]c(=O)c1n2C(C)C
#58 COc1ccccc1-c1cc(C(=O)NCCc2ccccc2)no1
#59 COc1ccc(CNC(=O)C/C(C)=N/NC(=O)c2ccoc2C)cc1
#60 CCCCC(=O)Nc1sc2c(c1C(=O)OCC)CCCC2O (stereo unspecified)
#61 O=C(O)C1CC1C(=O)Nc1nc2c(Cl)cccc2s1 (stereo unspecified)
#62 O=C(Cn1c2c(c3ccccc31)CCC2)Nc1cccc(-c2cnco2)c1
#63 COc1cc(OC)cc(-c2nc3ccccc3c(=O)n2NC(=O)/C=C/c2ccccc2Cl)c1
#64 CN(C)c1cccc(C(=O)OCC(=O)NC(=O)NC2CCCC2)c1

assay / entry	57	58	59	60	61	62	63	64
TEAD-YAP block	-15.1	-28.4	-10.8	-4.3	7.5	-3.2	-4.2	-37.4
GPR151 activ	-1.4	1.0	-8.4	-2.1	-2.2	-0.3	0.0	-1.3
FBW7 act	-0.4	0.0	0.0	0.2	0.2	0.0	-0.1	-0.2
MITF primary	2.9	-1.0	10.4	-6.8	9.9	11.3	-9.5	-3.0

#65 O=C(CSc1nc2ccccc2c(=O)n1CCCN1CCN(c2cccc(Cl)c2)CC1)NC1CCCCC1
#66 Cc1ccc(-c2nc3ncccc3o2)cc1NC(=O)COc1c(C)cc(Cl)cc1Cl
#67 COc1ccc(C(=S)N2CCN(c3cccc(Cl)c3)CC2)cc1
#68 COc1cccc(CNc2cccc(F)c2)c1
#69 COc1ccc(C(=S)Nc2ccc(N(C)C)cc2)cc1
#70 CCOC(=O)CN(C)c1nc(-c2cccc([N+](=O)[O-])c2)cs1
#71 CCc1ccc(C(=O)Cn2c(=O)oc3ccccc32)cc1
#72 CCOC(=O)C1(Cc2ccc(OC)cc2)CCN(S(=O)(=O)c2cccs2)CC1

assay / entry	65	66	67	68	69	70	71	72
TEAD-YAP block	5.2	-0.4	-5.4	-8.5	-56.6	-88.5	-15.1	1.2
GPR151 activ	2.7	-0.7	0.4	0.1	-1.4	-0.7	-1.2	-0.8
FBW7 act	-0.1	-0.1	-0.1	-0.1	0.2	-0.1	0.0	0.0
MITF primary	-4.6	14.0	1.5	-1.9	18.0	3.2	11.4	-4.9

Ten structures from above, ordered by molecular weight, low to high:
#68 COc1cccc(CNc2cccc(F)c2)c1
#71 CCc1ccc(C(=O)Cn2c(=O)oc3ccccc32)cc1
#69 COc1ccc(C(=S)Nc2ccc(N(C)C)cc2)cc1
#61 O=C(O)C1CC1C(=O)Nc1nc2c(Cl)cccc2s1 (stereo unspecified)
#70 CCOC(=O)CN(C)c1nc(-c2cccc([N+](=O)[O-])c2)cs1
#60 CCCCC(=O)Nc1sc2c(c1C(=O)OCC)CCCC2O (stereo unspecified)
#67 COc1ccc(C(=S)N2CCN(c3cccc(Cl)c3)CC2)cc1
#62 O=C(Cn1c2c(c3ccccc31)CCC2)Nc1cccc(-c2cnco2)c1
#63 COc1cc(OC)cc(-c2nc3ccccc3c(=O)n2NC(=O)/C=C/c2ccccc2Cl)c1
#65 O=C(CSc1nc2ccccc2c(=O)n1CCCN1CCN(c2cccc(Cl)c2)CC1)NC1CCCCC1

assay / entry	68	71	69	61	70	60	67	62	63	65
TEAD-YAP block	-8.5	-15.1	-56.6	7.5	-88.5	-4.3	-5.4	-3.2	-4.2	5.2
GPR151 activ	0.1	-1.2	-1.4	-2.2	-0.7	-2.1	0.4	-0.3	0.0	2.7
FBW7 act	-0.1	0.0	0.2	0.2	-0.1	0.2	-0.1	0.0	-0.1	-0.1
MITF primary	-1.9	11.4	18.0	9.9	3.2	-6.8	1.5	11.3	-9.5	-4.6

The results go on:
#73 OCCNCc1ccc(Cl)cc1
#74 CCc1ccc(CN(C)C(=O)c2ccc(OC3CCN(C(=O)C4CC4)CC3)cc2)cc1
#75 Cc1ccc(-c2nnc(Sc3nc4ccccc4o3)c3ccccc23)cc1
#76 COc1ccc(-c2nnn(CC(=O)c3c[nH]c4ccccc34)n2)cc1OC
#77 COCCNC(=O)Cn1cc(/C=C(\C#N)C(=O)Nc2cc(C)cc(C)c2)c2ccccc21
#78 CCC/C=N/Nc1nc2ccccc2s1
#79 CCS(=O)(=O)N1CCN(C(=O)COc2ccc(Br)cc2)CC1
#80 COCCCC1CCN(Cc2nc(Cc3ccccc3Cl)no2)CC1

assay / entry	73	74	75	76	77	78	79	80
TEAD-YAP block	2.4	11.7	0.8	9.9	3.9	-45.4	9.0	4.3
GPR151 activ	-0.5	3.5	3.6	0.6	0.0	0.2	0.2	-1.8
FBW7 act	-0.1	0.0	0.1	0.5	0.5	0.1	0.0	0.2
MITF primary	-3.0	7.6	11.7	14.3	10.2	12.2	41.2	12.4
